# ABCB1 inh = blocks JC-1 efflux by human ABCB1 transporter | AID 1326 | P08183 | inhibition, % at 6.6 µM | actives 0.067% (n = 190,000) | CCRF-Adr cells, flow cytometry; in the data active = inhibition above about 40%;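 also: 0% = vehicle and 100% = reference inhibitor; higher value means more JC-1 retained so stronger ABCB1 efflux block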
# ABCG2 inh = inhibitors of human ABCG2 transporter, ABCB1 counter-screen | Q9UNQ0 | IgMXP3 cells, JC-1 efflux, flow cytometry | inhibition, % at 6.6 µM | actives 0.1% (n = 190,000);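 active = inhibition above 80%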;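 also: 0% = DMSO and 100% = nicardipine control wells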
# Target sequence (Q9UNQ0 whole entry, looked up): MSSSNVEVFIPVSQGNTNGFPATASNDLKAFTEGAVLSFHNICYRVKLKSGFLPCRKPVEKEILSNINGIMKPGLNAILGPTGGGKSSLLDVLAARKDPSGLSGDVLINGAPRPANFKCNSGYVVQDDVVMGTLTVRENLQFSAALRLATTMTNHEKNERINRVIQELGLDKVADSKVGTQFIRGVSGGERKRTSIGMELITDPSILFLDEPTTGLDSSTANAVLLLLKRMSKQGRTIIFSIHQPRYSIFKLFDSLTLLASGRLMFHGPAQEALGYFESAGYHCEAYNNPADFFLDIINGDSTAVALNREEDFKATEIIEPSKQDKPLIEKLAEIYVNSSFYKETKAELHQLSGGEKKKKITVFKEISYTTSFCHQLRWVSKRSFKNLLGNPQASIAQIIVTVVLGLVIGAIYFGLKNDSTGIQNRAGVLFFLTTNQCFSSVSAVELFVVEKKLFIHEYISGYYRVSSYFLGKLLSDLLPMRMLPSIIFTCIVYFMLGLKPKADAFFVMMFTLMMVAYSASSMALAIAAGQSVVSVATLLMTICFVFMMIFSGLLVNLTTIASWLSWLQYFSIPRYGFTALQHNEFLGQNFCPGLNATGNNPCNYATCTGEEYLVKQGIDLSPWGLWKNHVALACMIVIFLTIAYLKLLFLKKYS
#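 Assay system – ABCG2 IgMXP3 and barcoded ABCB1 CCRF-Adr cell mix · Input – 3 million cells/mL in well · Reagent – JC-1 fluorescent substrate · Compound – single test compound dose, 6.6 µM final · Timing – 10 min exposure at 25 °C with rotation, no wash · Detection – flow cytometry of retained JC-1 fluorescence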
# RGS4-Gao reg = modulates binding of RGS4 to human Galphao; Multiplexed bead flow cytometry; actives lie on both sides; binding response (% of control), % at 10 µM; actives 0.33% (n = 220,000); in the data active = binding response below about 49% or above about 150%; inactive = in between;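 also: fluorescent Galphao activated with aluminum fluoride binding bead-coupled RGS4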
# Avidin fluor = avidin bead compound fluorescence profile; AID 1775; Avidin beads, compound fluorescence 488/530 nm, flow cytometry; hits give high values; fluorescence (KMESF) at 10 µM; actives 0.38% (n = 220,000); in the data active = fluorescence above about 47; also: inactives centre near 10
# Bcl-2 Bim block = inhibitors of Bim-Bcl-2 interaction, human; Bead-based flow cytometry, Bim peptide-Bcl-2 binding; actives 0.06% (n = 190,000); inhibition, % at 10 µM; AID 950; in the data active = inhibition above about 40%; inconclusive = no clear call, values can overlap the other calls;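 also: 0% = no compound wells with probe peptide and 100% = reference peptide inhibitor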
# Target sequence (P10415 whole entry, looked up): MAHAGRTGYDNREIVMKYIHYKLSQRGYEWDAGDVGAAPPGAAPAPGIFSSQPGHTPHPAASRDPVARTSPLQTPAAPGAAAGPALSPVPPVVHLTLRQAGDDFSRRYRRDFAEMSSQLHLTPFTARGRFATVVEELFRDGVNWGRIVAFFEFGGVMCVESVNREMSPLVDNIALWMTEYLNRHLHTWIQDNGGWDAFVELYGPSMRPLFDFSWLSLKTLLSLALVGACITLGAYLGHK
# Bim-Bcl-B = disrupts Bim peptide binding to human Bcl-B; Q9HD36; AID 951; actives 0.073% (n = 190,000); inhibition, % at 10 µM; bead-based flow cytometry;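 also: 0% = tracer peptide without compound and 100% = reference inhibitor peptide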
# Bcl-XL Bim block = human Bim-Bcl-XL interaction inhibition. Q07817. Bim peptide-Bcl-XL binding, bead flow cytometry, fluorescence. inhibition, % at 10 µM. actives 0.04% (n = 190,000). AID 1007
# Bfl-1 Bim block = inhibitors of Bim-Bfl-1 interaction, human; Q16548; Bead-based flow cytometry, Bim-Bfl-1 binding inhibition; inhibition, % at 10 µM; actives 0.12% (n = 190,000); AID 1008;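 also: 0% = wells without compound plus tracer and 100% = blocker peptide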
# RGS7-Gao reg = human RGS7-Galphao interaction regulation; P09471; Multiplexed bead flow cytometry, RGS7-Galphao binding; actives lie on both sides; binding response (% of control), % at 10 µM; actives 0.35% (n = 220,000); AID 1439; in the data active = binding response below about 49% or above about 150%; inconclusive = no clear call, values can overlap the other calls; inactive = in between;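 also: fluorescent Galphao held in activated GDP-AlF4 state binding bead-coupled RGS7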
# Bcl-W Bim block = disrupts Bim peptide binding to human Bcl-W. Q92843. bead-based flow cytometry. inhibition, % at 10 µM. actives 0.02% (n = 190,000);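 also: 0% = bound tracer without compound and 100% = peptide blocker; higher means less fluorescent Bim peptide bound to Bcl-W beads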
# Target sequence (Q92843 whole entry, looked up): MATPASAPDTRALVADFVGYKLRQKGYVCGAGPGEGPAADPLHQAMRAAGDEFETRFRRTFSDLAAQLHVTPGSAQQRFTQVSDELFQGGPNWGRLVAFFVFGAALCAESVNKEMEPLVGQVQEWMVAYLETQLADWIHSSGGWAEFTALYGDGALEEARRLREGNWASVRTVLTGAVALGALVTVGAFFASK
# GSH bead fluor = GSH bead compound fluorescence profile; GSH beads flow cytometry, compound fluorescence 488/530 nm; hits give high values; fluorescence (KMESF) at 10 µM; actives 0.25% (n = 190,000); AID 1776; in the data active = fluorescence above about 89;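 also: glutathione beads carrying GST-tagged Bcl family fusion proteins plus one bare bead set; values are compound well signal with DMSO vehicle wells as background; inactives centre near 16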
# * = called active by the depositor; ? = inconclusive. Rule as the data show it, unless noted: active = inhibition above about 40%.
# Every second line gives: ABCB1 inh	ABCG2 inh	RGS4-Gao reg	Avidin fluor	Bcl-2 Bim block	Bim-Bcl-B	Bcl-XL Bim block	Bfl-1 Bim block	RGS7-Gao reg	Bcl-W Bim block	GSH bead fluor
- COc1ccccc1C(=O)NNC1CC(=O)N(c2ccc3c(c2)OCCO3)C1=O (stereo not given)
    0.3	3	101	11	15	19	27	19	100	21	13
- CCOC(=O)c1ccc(S(=O)(=O)NNC(=O)c2cccc(N(C)C)c2)cc1
    0.5	2	96	11	0	0	-2	-1	?	1	11
- Cc1c(CCO)c(=O)[nH]n1S(=O)(=O)c1ccccc1
    0.0	2	100	10	0	-2	-4	-4	96	0	16
- Cc1ccc(CNC(=O)C2CC(=O)OC23CCCC3)c(C)c1 (stereo not given)
    2.2	21	98	35	-7	-8	-2	-13	99	1	20
- COc1ccccc1OC1=NS(=O)(=O)c2ccccc21
    -0.3	0	100	6	-6	-5	2	-8	104	-1	29
- CCC(c1nnnn1CS(=O)(=O)c1ccc(C)cc1)N1CCN(c2nc3ccccc3s2)CC1 (stereo not given)
    3.5	5	101	7	-10	-5	-2	-11	104	2	17
- CC1=C(C(=O)OCCOc2ccccc2)C(c2ccsc2)NC(=O)N1C (stereo not given)
    1.6	4	100	21	-2	-9	-6	-4	99	-3	16
- CC(C)COC(=O)CNc1n[nH]c(=S)[nH]c1=O
    0.0	-1	106	9	-10	-9	-1	-9	103	-1	27
- CCN(CC)S(=O)(=O)c1ccc(C)c(NC(=O)c2cc(C)oc2C)c1
    -0.1	-1	104	26	-3	-9	-6	-8	103	-3	8
- CC(C)C(NC(=O)/C=C/c1ccc(F)cc1)C(C)C
    0.8	5	97	10	-12	-10	-23	-15	101	-1	43
- COC(CNc1cc(=O)oc2ccccc12)OC
    0.2	2	107	10	-9	-7	-7	-12	104	0	35
- O=C(CN1CCCc2ccccc21)NCCc1ccc(Cl)cc1
    0.1	11	101	14	-3	-4	-3	-2	106	0	12
- Clc1ccc(CN=C(Nc2ccccc2)NC2CCCCC2)cc1
    2.6	2	100	3	-2	-3	-3	-7	101	-3	10
- CCOc1ccc(NC(=O)c2ccc(C#CC(C)(C)O)cc2)cc1
    -0.4	8	104	13	-6	-8	-9	-13	101	0	36
- CCc1ccc(NC(=O)CSc2nnc(-c3ccccn3)n2C)cc1
    0.1	0	101	30	-2	-1	-2	-1	103	-1	17
- C=CCn1c(SCCCCCC)nc(O)cc1=O
    0.1	1	93	10	-11	-8	-4	-10	99	2	10
- COc1ccc(OC)c(-c2nc(CN(C)C(C)c3ccncn3)c(C)o2)c1 (stereo not given)
    0.6	2	106	9	-3	-3	-1	-4	103	0	12
- CC(C)c1cc(C(=O)N2CCN(C(c3ccccc3)c3ccccc3)CC2)no1
    0.1	0	98	5	-3	-7	-3	-2	98	-4	20
- CCOc1ccc(N(CC(=O)Nc2ccc3c(c2)OCCO3)S(=O)(=O)c2c(C)noc2C)cc1
    1.6	6	89	5	-5	-2	2	1	84	2	22
- O=C(NN1CCN(Cc2ccccc2Cl)CC1)c1ccc(Br)cc1
    1.8	12	100	13	-4	-6	-2	-8	?	-3	11
- O=c1c(Cc2ccccc2)c(O)nc2n1CCCS2
    0.6	2	117	3	-1	0	-6	-2	108	-4	49
- Cc1ccc(S(=O)(=O)N(CC(=O)N/N=C/c2ccccc2C(=O)O)c2cc(Cl)cc(Cl)c2)cc1
    -0.6	-2	99	12	0	-1	-1	-2	100	2	24
- O=C(O)c1ccc2c(c1)C1C=CCC1C(c1cc3c(cc1Br)OCO3)N2 (stereo not given)
    -0.6	-1	98	9	4	-1	-3	-3	103	0	10
- CC(C)c1ccc(-c2nn(-c3ccccc3)cc2C2C(C#N)=C(N)OC3=C2C(=O)CC(C)(C)C3)cc1 (stereo not given)
    0.1	0	107	4	-2	-2	-1	-9	105	2	24
- CCOC(=O)C(=O)c1c(-c2ccccc2)nc2ccccn12
    0.5	18	99	11	1	-1	-2	-6	94	-1	11
- CCNc1nc(NCC)nc(N/N=C/c2ccc(N(C)C)cc2)n1
    -0.5	0	102	8	0	-1	-1	-4	101	4	12
- COc1ccc(N(CCCN2C(=O)c3cccc4cccc(c34)C2=O)C(=O)c2cccs2)cc1
    0.9	-1	106	4	0	-7	-7	0	108	-4	9
- O=C(CCS(=O)(=O)c1cccs1)NC1CCCCCC1
    0.3	1	102	25	-1	-2	2	-1	98	-1	19
- CCOc1cc(S(=O)(=O)n2ccc(C)n2)ccc1Br
    1.4	7	100	16	0	4	-1	4	?	-1	14
- CCc1cccc(C)c1NC(=O)COn1nnc2ccc(C(F)(F)F)cc21
    -0.2	-2	99	3	-2	-5	-7	-2	99	-6	11
- NC(=O)CSc1nc2ccccc2n1Cc1ccccc1
    0.6	5	102	12	-5	-6	-1	-18	105	-2	11
- COc1cccc(NC(=O)Nc2nnc(N3CCCCC3C)s2)c1 (stereo not given)
    0.2	5	95	5	0	-11	-5	0	96	-6	13
- COC(=O)c1ccc(C)c(NC(=O)c2ccc(Cl)c([N+](=O)[O-])c2)c1
    2.0	27	103	16	-1	-6	-8	-10	105	-4	12
- COc1ccc(-n2c(SC)nc(O)c(Cc3ccccc3)c2=O)cc1
    -0.1	0	97	8	-1	-1	-4	0	100	-2	21
- Cc1ccc(-n2c(SCC(=O)NCc3ccc4c(c3)OCO4)nnc2-c2cccnc2)c(C)c1
    0.1	0	88	10	-2	-4	-3	-3	89	1	24
- COc1cc(CC(NC(C)=O)C(=O)NC2CCN(C(=O)c3cc(OC)c(OC)c(OC)c3)CC2)cc(OC)c1 (stereo not given)
    -0.3	1	110	10	1	2	0	5	119	-1	11
- C=CCN(CC=C)CC(O)CN(c1cc([N+](=O)[O-])ccc1OC)S(=O)(=O)c1ccccc1 (stereo not given)
    3.6	12	104	15	-8	-7	-5	-13	102	-5	17
- COC(=O)c1c(-c2cccs2)csc1NC(=O)CSc1ncnc2sc(C)c(C)c12
    0.5	2	117	7	-4	1	-3	-1	110	0	19
- Cc1ccccc1NC(=S)Nc1ccc2cn[nH]c2c1
    -0.2	9	102	13	-8	-5	0	-2	?	-2	12
- CCOC(=O)CSc1cn2c(n1)CCC2
    0.8	9	101	33	-11	-10	-6	-24	99	-2	22
- CCC(C)[C@@H](C(=O)Nc1ccc(OC)c(OC)c1)N1Cc2ccccc2C1=O (stereo not given in full)
    2.0	1	94	7	-2	-6	-1	-7	95	0	16
- COc1ccc(N2CCN(CCNC(=O)CCNS(=O)(=O)c3cccs3)CC2)cc1
    0.9	4	100	5	-4	-4	5	-9	106	2	25
- Cc1ccc(S(=O)(=O)N2CCC(C(=O)N[C@@H](C)C(=O)NC3CCS(=O)(=O)C3)CC2)cc1 (stereo not given in full)
    -0.3	0	102	4	3	0	-4	0	104	0	24
- CCC(CC)c1nc2cc(OC)c(OC)cc2c(=O)o1
    0.5	0	114	1	0	4	1	1	107	-3	49
- Cn1c(NC(=O)c2cccs2)c(-c2cccs2)c(=O)c2ccccc21
    0.5	9	98	12	-13	-12	-5	-21	97	-4	28
- COc1ccc2ncc(S(=O)(=O)c3ccccc3)c(N3CCC4(CC3)OCCO4)c2c1
    1.8	1	100	14	-10	-10	-9	-9	102	-6	21
- CCOC(=O)Cc1csc(NC(=O)c2sc3nc4ccc(C)cc4cc3c2N)n1
    -0.4	-1	108	22	15	13	-5	5	103	20	40
- O=C(COC(=O)c1c2ccccc2cc2ccccc12)Nc1ncc(C(F)(F)F)cc1Cl
    0.6	-3	93	11	0	3	0	1	93	0	37
- COc1ccccc1N1CCN(Cc2nc3ccsc3c(=O)[nH]2)CC1
    0.3	1	104	13	-9	-10	-13	-15	105	-2	36
- CCOC(=O)c1[nH]c2ccc(OCC)cc2c1CCCN1C(=O)c2ccccc2C1=O
    2.2	4	100	11	-1	-5	-3	0	99	0	28

# Carrying on.
# Every second line gives: ABCB1 inh	ABCG2 inh	RGS4-Gao reg	Avidin fluor	Bcl-2 Bim block	Bim-Bcl-B	Bcl-XL Bim block	Bfl-1 Bim block	RGS7-Gao reg	Bcl-W Bim block	GSH bead fluor
- Cc1ccc(S(=O)(=O)NC2=NCN(CCOC(=O)c3ccccc3)CN2)cc1
    0.2	0	104	7	-5	-3	1	-9	102	3	48
- Cc1cccc(NC(=O)C2CC(=O)OC23CCCCC3)c1 (stereo not given)
    -1.0	-8	103	12	-11	-10	-10	-20	100	-4	33
- Cc1cc(NS(=O)(=O)c2ccc(NC(=O)CSc3nnc(-c4ccco4)n3N)cc2)nc(C)n1
    0.2	2	100	6	4	4	5	0	97	3	9
- CCn1c(C)nc2cc(C(=O)N/N=C/c3ccc(OC)cc3)ccc21
    0.3	1	98	9	-1	-4	0	-3	?	-3	10
- O=C(CSc1nnc(C2CC2)n1Cc1ccccc1)c1cc2ccccc2o1
    1.0	2	99	10	-7	-13	-4	-10	105	4	10
- CC1CCCN(C(=O)CCc2ccccc2)C1 (stereo not given)
    0.3	-1	100	15	-1	-5	0	1	99	-1	5
- Cc1nc(SCC(=O)NNC(=O)c2cccs2)[nH]c(=O)c1C
    0.5	3	100	13	-1	-1	-1	-6	102	-2	11
- Cc1cnc(NC(=O)c2cc3c(C)nn(-c4ccccc4)c3s2)s1
    -0.3	0	105	8	-9	-6	-6	-13	108	0	16
- c1ccc2c(c1)OCC(c1nnc3sc(-c4ccc5c(c4)OCO5)nn13)O2 (stereo not given)
    0.2	0	114	2	3	-3	-2	3	112	4	17
- CCOC(=O)c1ccc(CN(Cc2ccccc2)S(=O)(=O)c2cccc([N+](=O)[O-])c2)cc1
    2.6	49	100	11	-4	-1	-4	-3	102	-6	13

# Pulled by structure from above (two):
# Every second line gives: ABCB1 inh	ABCG2 inh	RGS4-Gao reg	Avidin fluor	Bcl-2 Bim block	Bim-Bcl-B	Bcl-XL Bim block	Bfl-1 Bim block	RGS7-Gao reg	Bcl-W Bim block	GSH bead fluor
- Cc1ccc(S(=O)(=O)NC2=NCN(CCOC(=O)c3ccccc3)CN2)cc1
    0.2	0	104	7	-5	-3	1	-9	102	3	48
- c1ccc2c(c1)OCC(c1nnc3sc(-c4ccc5c(c4)OCO5)nn13)O2 (stereo not given)
    0.2	0	114	2	3	-3	-2	3	112	4	17

# Continuation.
# Every second line gives: ABCB1 inh	ABCG2 inh	RGS4-Gao reg	Avidin fluor	Bcl-2 Bim block	Bim-Bcl-B	Bcl-XL Bim block	Bfl-1 Bim block	RGS7-Gao reg	Bcl-W Bim block	GSH bead fluor
- Cc1cccc(NS(=O)(=O)c2cccs2)c1
    0.0	0	103	7	-8	-9	-10	-10	100	3	34
- COc1ccc(N2CCN(C(=S)Nc3ccc(C)cc3C)CC2)cc1
    0.2	0	102	11	0	-8	-2	-7	101	-2	13
- COc1ccc(/C=N/NC(=O)c2c(C)n(C)c3ccc(OC)cc23)c(OC)c1
    1.4	4	87	4	4	3	-1	9	86	-1	8
- CC(=O)Oc1ccc(Oc2ccc(-c3noc(C)n3)cc2)cc1
    0.7	3	100	11	-9	-7	-11	-14	101	0	28
- NS(=O)(=O)c1ccc(NC(=O)c2c(Cl)cccc2Cl)cc1
    0.6	1	98	22	0	-2	-3	-3	101	-1	12
- CC(C)(C)c1cc(C(=O)N/N=C/c2ccc(F)cc2)n(-c2ccccc2)n1
    1.2	46	95	33	-8	-5	-4	-7	101	-6	25

# Source: PubChem
